Mtb BioA inh: M. tuberculosis BioA enzyme inhibitors, primary screen, biochemical, plate reader, single point, HTS. 360,000 tested, 0.096% active. inhibition, % at 9.99 µM. 7,8-diaminopelargonic acid synthase BioA (Mycobacterium tuberculosis). purified M. tuberculosis BioA enzyme. AID 602481, 2012; in the data active = inhibition above about 40%
Active calls of the source: *; & = joins results of further samples. Not all compounds are listed. The share of hits here may be higher or lower than overall.

The first 2 compounds, to show the layout:
SMILES	Mtb BioA inh
O=C(C[C@@H]1CC[C@@H]2[C@H](COC[C@@H](O)CN2C(=O)Nc2ccc(Cl)cc2)O1)N1CCCCC1	3.1
Cc1noc(C)c1S(=O)(=O)N(C)C[C@@H]1Oc2c(cccc2N(C)C)C(=O)N([C@H](C)CO)C[C@@H]1C	-2.9

The whole of this part, from the start:
SMILES	Mtb BioA inh
O=C(C[C@@H]1CC[C@@H]2[C@H](COC[C@@H](O)CN2C(=O)Nc2ccc(Cl)cc2)O1)N1CCCCC1	3.1
Cc1noc(C)c1S(=O)(=O)N(C)C[C@@H]1Oc2c(cccc2N(C)C)C(=O)N([C@H](C)CO)C[C@@H]1C	-2.9
O=C(C[C@H]1C[C@H]2c3cc(NC(=O)Nc4ccc(C(F)(F)F)cc4)ccc3O[C@H]2[C@@H](CO)O1)NCc1ccc(Cl)cc1	-1.6
CCC(=O)N1[C@H](CN(C)C(C)=O)[C@@H](c2ccc(-c3ccccc3)cc2)[C@@H]1CO	-1.7
CC(=O)N1CCCCN2[C@H](CO)[C@H](c3ccc(-c4ccncc4)cc3)[C@H]2C1	2.8
COc1ccc(CN2C[C@@H](C)[C@H](OC)CN(C)C(=O)c3cc(NC(=O)C4CC4)ccc3OC[C@H]2C)cc1	-0.2
C[C@H]1CN([C@@H](C)CO)C(=O)c2cc(NC(=O)C3CC3)ccc2O[C@H]1CN(C)S(C)(=O)=O	-1.4
CCc1csc(N2[C@H](C#N)[C@@H](c3ccc(-c4ccc(F)cc4)cc3)[C@H]2CO)n1	-1.1
Cc1ccc(S(=O)(=O)N[C@H]2CC[C@@H](CCn3cc(-c4ccccc4F)nn3)O[C@H]2CO)cc1	1.6
C[C@@H]1CN([C@H](C)CO)C(=O)Cc2cc(NC(=O)Nc3ccccc3)ccc2O[C@H]1CN(C)Cc1ccc2c(c1)OCO2	0.7
COCC(=O)N(C)C[C@H]1Oc2cc(C#CC(C)C)ccc2S(=O)(=O)N([C@@H](C)CO)C[C@H]1C	1.5
O=C(Cc1ccccn1)NCC[C@H]1CC[C@@H](NC(=O)Nc2ccc(Cl)cc2)[C@@H](CO)O1	-1.6
C[C@@H]1CN([C@@H](C)CO)C(=O)c2cc(NC(=O)Nc3ccc4c(c3)OCO4)ccc2O[C@@H](C)CCCCO[C@H]1CN(C)Cc1ccccc1	-1.5
CCCC(=O)Nc1ccc2c(c1)C(=O)N(C)C[C@@H](OC)[C@@H](C)CN(CCc1ccccc1)[C@@H](C)CO2	2.0
CN(C)C(=O)C[C@@H]1CC[C@@H]2[C@H](COC[C@@H](O)CN2Cc2ccc(C(F)(F)F)cc2)O1	-1.1

Six of the compounds above, in markdown:
| smiles | Mtb BioA inh |
| --- | --- |
| O=C(C[C@@H]1CC[C@@H]2[C@H](COC[C@@H](O)CN2C(=O)Nc2ccc(Cl)cc2)O1)N1CCCCC1 | 3.1 |
| Cc1noc(C)c1S(=O)(=O)N(C)C[C@@H]1Oc2c(cccc2N(C)C)C(=O)N([C@H](C)CO)C[C@@H]1C | -2.9 |
| O=C(C[C@H]1C[C@H]2c3cc(NC(=O)Nc4ccc(C(F)(F)F)cc4)ccc3O[C@H]2[C@@H](CO)O1)NCc1ccc(Cl)cc1 | -1.6 |
| CCC(=O)N1[C@H](CN(C)C(C)=O)[C@@H](c2ccc(-c3ccccc3)cc2)[C@@H]1CO | -1.7 |
| CC(=O)N1CCCCN2[C@H](CO)[C@H](c3ccc(-c4ccncc4)cc3)[C@H]2C1 | 2.8 |
| COc1ccc(CN2C[C@@H](C)[C@H](OC)CN(C)C(=O)c3cc(NC(=O)C4CC4)ccc3OC[C@H]2C)cc1 | -0.2 |

Continued.
SMILES	Mtb BioA inh
C/C=C/c1ccc([C@@H]2[C@@H](CNC(=O)C3CC3)N(C(=O)CC)[C@H]2CO)cc1	3.2
O=C(NCc1ccccn1)[C@H]1[C@H](CO)[C@H]2Cn3c(cccc3=O)[C@@H]1N2CC1CCCCC1	-0.9
CO[C@@H]1CN(C)C(=O)c2ccc(NC(C)=O)cc2OC[C@@H](C)N(C(=O)C2CC2)C[C@H]1C	-0.5
CCCN(C[C@H]1N[C@H](CO)[C@@H]1c1ccc(-c2cccnc2)cc1)C(C)=O	4.0&0.5
COc1ccc(NC(=O)Nc2ccc3c(c2)[C@@H]2C[C@@H](CC(=O)NCc4ccccc4F)O[C@H](CO)[C@@H]2O3)cc1	-0.5
COc1cccc(NC(=O)N(C)C[C@H]2Oc3ncc(C4=CCCCC4)cc3C(=O)N([C@@H](C)CO)C[C@H]2C)c1	1.9
C[C@@H]1CN([C@H](C)CO)C(=O)Cc2cc(NC(=O)Nc3ccc4c(c3)OCO4)ccc2O[C@@H]1CN(C)Cc1ccncc1	1.3
CCCN1C[C@@H](C)[C@@H](OC)CN(C)C(=O)c2cc(NC(=O)NC3CCCCC3)ccc2OC[C@H]1C	4.7
O=C(NC1CCCC1)N1CCCCN2[C@H](CO)[C@H](c3ccc(-c4cncnc4)cc3)[C@H]2C1	2.3
COc1ccc(S(=O)(=O)Nc2ccc3c(c2)C(=O)N([C@H](C)CO)C[C@H](C)[C@@H](CN(C)C(=O)Nc2ccccc2)OCCCC[C@@H](C)O3)cc1	-4.6
C[C@H]1CN([C@@H](C)CO)C(=O)Cc2cc(NS(=O)(=O)c3cn(C)cn3)ccc2O[C@H]1CN(C)S(=O)(=O)c1ccc(Cl)cc1	-4.4
CO[C@@H]1CN(C)C(=O)c2ccc(NC(=O)c3ccc4c(c3)OCO4)cc2OC[C@H](C)N(CCC(F)(F)F)C[C@@H]1C	-0.1
CO[C@@H]1CN(C)C(=O)c2cc(NC(C)=O)ccc2OC[C@@H](C)N(C(=O)c2cnccn2)C[C@@H]1C	-2.6
O=C(C[C@H]1C[C@@H]2c3cc(NC(=O)Nc4ccccc4)ccc3O[C@@H]2[C@H](CO)O1)NCC1CC1	-1.5
C[C@@H]1CN([C@H](C)CO)C(=O)c2cccc(NS(=O)(=O)c3ccc(F)cc3)c2O[C@@H]1CN(C)C(=O)Nc1ccc(C(F)(F)F)cc1	-3.6
C[C@@H]1CN([C@H](C)CO)C(=O)CCCn2cc(nn2)CO[C@@H]1CN(C)S(=O)(=O)c1ccc(Cl)cc1	-1.6
CC1C=NC(S(=O)(=O)N2CC[C@H]3[C@@H](CO)N(C)c4ccc(C5=CCCCC5)cc4[C@H]32)=N1 (some centres undefined)	-0.3
CNC[C@@H]1Oc2ncc(C3=CCCCC3)cc2C(=O)N([C@@H](C)CO)C[C@@H]1C	-3.2
CN(C)C(=O)c1cccc(-c2ccc3c(c2)[C@@H]2[C@@H](CCN2C(=O)c2ccccc2F)[C@H](CO)N3)c1	10
C[C@H](CO)N1C[C@H](C)[C@@H](CN(C)C(=O)Nc2cccc3ccccc23)Oc2ccc(NC(=O)Nc3ccc(F)cc3)cc2CC1=O	-1.1
Cc1ccc(S(=O)(=O)Nc2ccc3c(c2)C(=O)N([C@H](C)CO)C[C@@H](C)[C@H](CN(C)C(=O)c2ccccc2)OCCCC[C@@H](C)O3)cc1	-0.9
Cc1noc(C)c1NC(=O)N(C)C[C@H]1Oc2ncc(C#CC3CCCCC3)cc2C(=O)N([C@@H](C)CO)C[C@@H]1C	3.7
CC(C)CC#Cc1ccc2c(c1)O[C@H](CN(C)C(=O)c1ccccc1F)[C@H](C)CN([C@@H](C)CO)S2(=O)=O	-1.9
O=C(C[C@@H]1C=C[C@H](NC(=O)Nc2ccc3c(c2)OCO3)[C@@H](CO)O1)NCCCN1CCOCC1	-2.7
COC(=O)C[C@@H]1CC[C@H]2[C@@H](COc3ccc(NC(=O)c4ccccc4OC)cc3C(=O)N2C)O1	-1.6
COc1ccc(S(=O)(=O)N(C)C[C@H]2OCCCC[C@H](C)Oc3ccc(NC(=O)CCCN(C)C)cc3C(=O)N([C@@H](C)CO)C[C@@H]2C)cc1	0.8
CO[C@H](CN(C)C(=O)c1ccc2c(c1)OCO2)[C@@H](C)CN([C@H](C)CO)S(=O)(=O)c1ccc(C)cc1	-0.4
COc1ccccc1C(=O)Nc1ccc2c(c1)C(=O)N(C)C[C@H](OC)[C@@H](C)CN(CC1CC1)[C@H](C)CO2	-5.8
O=C(N[C@@H]1CC[C@@H](CCNC(=O)C2CCCC2)O[C@H]1CO)c1ccncc1	-2.9
CCNC(=O)[C@H]1[C@H](CO)[C@H]2Cn3c(cccc3=O)[C@@H]1N2CCC(F)(F)F	-1.9

Looked up by structure from the entries so far (three):
SMILES	Mtb BioA inh
CC1C=NC(S(=O)(=O)N2CC[C@H]3[C@@H](CO)N(C)c4ccc(C5=CCCCC5)cc4[C@H]32)=N1 (some centres undefined)	-0.3
COc1ccccc1C(=O)Nc1ccc2c(c1)C(=O)N(C)C[C@H](OC)[C@@H](C)CN(CC1CC1)[C@H](C)CO2	-5.8
CCNC(=O)[C@H]1[C@H](CO)[C@H]2Cn3c(cccc3=O)[C@@H]1N2CCC(F)(F)F	-1.9

Some values from the entries so far.
Mtb BioA inh, CO[C@H](CN(C)C(=O)c1ccc2c(c1)OCO2)[C@@H](C)CN([C@H](C)CO)S(=O)(=O)c1ccc(C)cc1 is entered as -0.4
Mtb BioA inh, Cc1ccc(S(=O)(=O)Nc2ccc3c(c2)C(=O)N([C@H](C)CO)C[C@@H](C)[C@H](CN(C)C(=O)c2ccccc2)OCCCC[C@@H](C)O3)cc1 is entered as -0.9

Next part:
SMILES	Mtb BioA inh
C[C@@H]1CN([C@@H](C)CO)C(=O)c2c(c3ccccc3n2C)-c2ccccc2CO[C@@H]1CN(C)S(=O)(=O)c1cccc(C#N)c1	-0.7
Cc1ccc(S(=O)(=O)NCC[C@H]2CC[C@@H](NC(=O)Nc3cccc(F)c3)[C@H](CO)O2)cc1	30
CCCC#Cc1ccc([C@H]2[C@@H](C#N)N(S(C)(=O)=O)[C@@H]2CO)cc1	0.7
CN(C)C(=O)c1cccc(-c2ccc3c(c2)[C@@H]2[C@@H](CCN2C(=O)C2CC2)[C@@H](CO)N3)c1	-1.4
CC(C)(O)C#Cc1ccc([C@@H]2[C@H]3CN(C(=O)c4ccncc4)CCCCN3[C@H]2CO)cc1	3.4
C[C@H](CO)N1C[C@H](C)[C@@H](CN(C)S(=O)(=O)c2ccc(F)cc2)Oc2ccc(N(C)C)cc2C1=O	-1.7
C[C@@H]1CN([C@H](C)CO)C(=O)c2cc(NC(=O)Nc3ccc(C(F)(F)F)cc3)ccc2O[C@@H]1CN(C)Cc1ccc2c(c1)OCO2	-0.2
O=C(C[C@@H]1C[C@@H]2c3cc(NC(=O)C4CCOCC4)ccc3O[C@@H]2[C@@H](CO)O1)NCC1CC1	-2.2
COc1ccc(S(=O)(=O)Nc2ccc3c(c2)CC(=O)N([C@H](C)CO)C[C@@H](C)[C@H](CN(C)S(=O)(=O)c2ccccc2)O3)cc1	1.7
COc1ccccc1CNC(=O)C[C@H]1CC[C@H]2[C@@H](COC[C@H](O)CN2C(=O)Nc2ccc(Cl)cc2)O1	0.7
O=C(C1CC1)N1C[C@H]2[C@@H](c3ccccc31)[C@@H](CO)N2C(=O)c1ccccc1	2.0
CCCNC(=O)N(C)C[C@@H]1Oc2ncc(C3=CCCCC3)cc2C(=O)N([C@@H](C)CO)C[C@H]1C	-3.5
C[C@@H]1CCCCO[C@H](CN(C)C)[C@H](C)CN([C@H](C)CO)C(=O)c2cc(NS(=O)(=O)c3ccc(Cl)cc3)ccc2O1	0.2
CO[C@@H]1CN(C)C(=O)c2ccc(NC(=O)C3CCOCC3)cc2OC[C@@H](C)N(S(=O)(=O)c2ccc(Cl)cc2)C[C@H]1C	-0.5
COc1ccc(NC(=O)Nc2ccc3c(c2)[C@@H]2C[C@@H](CC(=O)NCc4ccncc4)O[C@@H](CO)[C@@H]2O3)cc1	0.0
Cc1noc(C)c1NC(=O)Nc1ccc2c(c1)C(=O)N([C@H](C)CO)C[C@@H](C)[C@@H](CN(C)C(=O)NC1CCCCC1)OCCCC[C@@H](C)O2	-1.7
CO[C@H]1CN(C)C(=O)c2cc(NS(C)(=O)=O)ccc2OC[C@@H](C)N(C(=O)c2ccc3c(c2)OCO3)C[C@@H]1C	-1.5
CCC(=O)N[C@@H]1CC[C@@H](CC(=O)NCc2ccc(OC)cc2)O[C@H]1CO	-1.3
C[C@@H]1CN([C@@H](C)CO)C(=O)c2cc(NS(=O)(=O)c3ccc(Cl)cc3)ccc2O[C@@H](C)CCCCO[C@@H]1CN(C)C(=O)Nc1cccc2ccccc12	-2.7
C[C@@H]1CCCCO[C@H](CN(C)Cc2ccc(C(F)(F)F)cc2)[C@H](C)CN([C@@H](C)CO)C(=O)c2cc(NC(=O)CCCN(C)C)ccc2O1	6.7
C[C@H]1CN([C@@H](C)CO)C(=O)c2cccc(NC(=O)c3ccc(-c4nccs4)cc3)c2O[C@H]1CN(C)C	-1.5
CCCNC(=O)N1[C@H](C#N)[C@@H](c2ccc(C3=CCCC3)cc2)[C@H]1CO	5.5
CCC(=O)Nc1ccc2c(c1)C(=O)N(C)C[C@H](OC)[C@H](C)CN(C(C)=O)[C@H](C)CO2	-3.3
N#C[C@H]1[C@@H](c2ccccc2)[C@H](CO)N1C(=O)Cc1ccccn1	0.7
C[C@H](CO)N1C[C@H](C)[C@@H](CN(C)C(=O)Nc2ccc(F)cc2)OCCCC[C@H](C)Oc2ccc(NC(=O)CCC(F)(F)F)cc2C1=O	16
C[C@@H]1CCCCO[C@@H](CN(C)S(=O)(=O)c2cccs2)[C@H](C)CN([C@H](C)CO)C(=O)c2cc(NC(=O)CCC(F)(F)F)ccc2O1	-1.6
C[C@@H]1CN([C@@H](C)CO)C(=O)c2cc(NC(=O)CCN3CCOCC3)ccc2O[C@@H]1CN(C)S(=O)(=O)c1ccc(F)cc1	-2.5
COCC(=O)Nc1ccc2c(c1)C(=O)N(C)[C@H]1CC[C@@H](CC(=O)N3CCc4ccccc4C3)O[C@H]1CO2	0.9
C[C@H]1CCCCO[C@@H](CN(C)C(=O)c2ccncc2)[C@@H](C)CN([C@@H](C)CO)C(=O)c2cc(NS(=O)(=O)c3ccc(F)cc3)ccc2O1	-0.3
C[C@H](CO)N1C[C@H](C)[C@@H](CN(C)CC2CCCCC2)Oc2ccc(NC(=O)Nc3ccc4c(c3)OCO4)cc2C1=O	0.0
C[C@H](CO)N1C[C@H](C)[C@@H](CN(C)C(=O)NC2CCCC2)Oc2ncc(C#CC3CCCCC3)cc2C1=O	1.6
